TNAP act hi DEA: activators of human TNAP at high phosphate acceptor concentration. activation factor at 20 µM. purified TNAP, CDP-star luminescence, 1 M DEA, 30 min; hits give high values; 0 = EDTA background, 1 = DMSO-only activity. 200,000 tested, under 10 active;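 active = activation factor at least 2 at 20 µM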
Target sequence (P05186 whole entry, looked up): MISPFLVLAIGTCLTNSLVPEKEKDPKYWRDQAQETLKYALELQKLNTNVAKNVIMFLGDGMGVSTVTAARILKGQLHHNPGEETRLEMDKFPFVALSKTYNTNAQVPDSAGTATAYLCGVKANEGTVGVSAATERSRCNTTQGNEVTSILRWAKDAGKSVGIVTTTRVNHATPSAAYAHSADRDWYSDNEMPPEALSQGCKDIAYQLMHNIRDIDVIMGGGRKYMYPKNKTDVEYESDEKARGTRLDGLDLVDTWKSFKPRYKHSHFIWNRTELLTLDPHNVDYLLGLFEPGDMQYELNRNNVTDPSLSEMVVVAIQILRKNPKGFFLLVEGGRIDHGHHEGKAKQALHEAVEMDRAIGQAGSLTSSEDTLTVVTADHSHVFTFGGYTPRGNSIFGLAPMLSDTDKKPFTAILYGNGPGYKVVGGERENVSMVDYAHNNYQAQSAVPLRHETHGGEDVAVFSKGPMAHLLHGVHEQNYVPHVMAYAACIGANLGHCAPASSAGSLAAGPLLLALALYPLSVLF
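Dosing: 20 µM single point. System: human TNAP. Amount: TNAP 1/800 final. Incubation: 30 min, room temperature. Read-out: TNAP activation factor scaled between EDTA and DMSO control wells. Signal: luminescence from CDP-star hydrolysis. Medium: 1 M DEA, pH 9.8, Mg2+, Zn2+. Control set: EDTA negative control, DMSO positive control.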
Efa HMGR inh: inhibitors of class II HMG-CoA reductase from Enterococcus faecalis. purified E. faecalis HMGR, NADPH absorbance 340 nm kinetic. inhibition, % at 10 µM. 190,000 compounds, 0.41% hits;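 active = inhibition above a set limit, the median over all tested compounds plus 3 SD, cut at about 9.5% in these data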;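 also: enzyme runs in reverse so mevalonate oxidation gives rising NADPH absorbance; 0% = complete reaction with DMSO and 100% = background rate lacking mevalonate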
PPARg SRC-3 ag: PPARgamma-driven SRC-3 recruitment agonism; biochemical PPARgamma/SRC-3 coactivator recruitment assay; P37231; activation, % at 8 µM; 200,000 compounds, 0.26% hits; in the data active = activation above about 23%;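 also: 0% = DMSO and 100% = reference agonist; some compounds past the cut are filed as inactive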
Target sequence (P37231 whole entry, looked up): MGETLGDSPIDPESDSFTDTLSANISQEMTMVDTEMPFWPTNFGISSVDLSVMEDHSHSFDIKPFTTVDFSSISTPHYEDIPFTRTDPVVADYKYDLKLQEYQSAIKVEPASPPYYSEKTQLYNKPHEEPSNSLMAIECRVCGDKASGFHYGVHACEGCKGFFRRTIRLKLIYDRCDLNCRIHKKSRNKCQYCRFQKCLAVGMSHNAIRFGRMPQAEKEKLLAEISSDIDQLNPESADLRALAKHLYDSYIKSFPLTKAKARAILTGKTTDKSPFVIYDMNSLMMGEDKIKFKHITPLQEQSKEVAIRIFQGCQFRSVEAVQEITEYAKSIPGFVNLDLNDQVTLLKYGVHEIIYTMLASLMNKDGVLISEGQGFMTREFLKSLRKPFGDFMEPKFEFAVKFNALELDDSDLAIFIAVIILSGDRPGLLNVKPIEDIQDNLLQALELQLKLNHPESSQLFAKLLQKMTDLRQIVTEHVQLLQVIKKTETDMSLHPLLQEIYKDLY
bIAP act: increases bovine intestinal alkaline phosphatase activity; purified bovine IAP, CDP-star luminescence, 30 min; hits give high values; fold of DMSO-control signal, blank-subtracted; AID 1016; activation factor at 20 µM; 200,000 compounds, 0.17% hits;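 active = activation factor of 2 or more at 20 µM, a signal rise over negative controls twice the positive control's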
TNAP inh no acc: TNAP (human) inhibition, acceptor-free conditions; P05186; purified TNAP, CDP-star luminescence, 30 min; inhibition, % at 20 µM; 200,000 compounds, 0.26% hits;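 active = tissue-nonspecific alkaline phosphatase inhibition above about 50% at 20 µM in the single-dose screen, limit read from the data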;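 also: 0% = DMSO negative control and 100% = EDTA positive control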
TNAP inh hiacc: TNAP (human) inhibition, high acceptor; P05186; 200,000 compounds, 0.03% hits; inhibition, % at 20 µM; purified TNAP, CDP-star luminescence, 1 M DEA;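 active = over 50% inhibition of tissue-nonspecific alkaline phosphatase at 20 µM in the single-dose screen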;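 also: plate controls were DMSO wells for no effect and EDTA-quenched wells as full inhibition for full effect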
PPARg SRC-2 ag: agonists of SRC-2 recruitment by human PPARgamma | PPARgamma LBD-SRC-2 recruitment, biochemical | 200,000 compounds, 0.34% hits | P37231 | activation, % at 8 µM; in the data active = activation above about 22%;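 also: 0% = vehicle and 100% = reference agonist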
bIAP inhibitor: intestinal alkaline phosphatase (bovine) inhibition; purified bovine IAP, CDP-star luminescence, 30 min; inhibition, % at 20 µM; 190,000 tested, under 10 active; AID 1019;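 active = over 50% inhibition of intestinal alkaline phosphatase at 20 µM in the single-dose screen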
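test system = bovine IAP enzyme | medium = DEA buffer 100 mM, pH 9.8, with MgCl2 1.0 mM, ZnCl2 0.02 mM | detection = luminescence | dosing = single compound dose of 20 µM, 2% DMSO final | incubation = 30 min reaction at room temperature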
SRC2 TRFRET art: flags TR-FRET format artefacts in PPARgamma SRC-2 recruitment agonist screen; 200,000 compounds, 0.4% hits; TR-FRET ratio at 8 µM; TR-FRET artefact counter-screen; hits give high values; AID 1049; in the data active = TR-FRET ratio above about 2000; also: inactives centre near 1500
PPARg SRC-1 ag: agonists of human PPARgamma SRC-1 coactivator recruitment; PPARgamma-SRC-1 coactivator recruitment biochemical assay; 200,000 compounds, 0.41% hits; activation, % at 8 µM; P37231; in the data active = activation above about 19%;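 also: 0% = DMSO and 100% = reference agonist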
Active calls of the source: *; x = not tested or not shown. An unsorted share of the library. Share with any hit: about 1.6%.

no.	SMILES	TNAP act hi DEA	Efa HMGR inh	PPARg SRC-3 ag	bIAP act	TNAP inh no acc
1	Cc1ccc(NC2c3ncccc3C(=O)N2C2CCCCC2)cc1 (stereo not drawn)	1	-1	14	1	-3
2	COc1ccc2cc3cc(C(=O)NCc4cccs4)oc3nc2c1	1	-7	-10	0.9	-5
3	O=C(c1cccs1)N1CCN(CCc2ccccc2)CC1	1	-2	6	1	-2
4	Nc1ncc(Br)cc1N=Cc1ccccc1	1	-2	0	1	-4
5	Cc1ccc2cc(C)c(SCC#N)nc2c1	1	0	-1	0.9	-9
6	NC(=O)C1CCCN(C(=S)Nc2cccc3ccccc23)C1 (stereo not drawn)	1	-1	0	0.9	-9
7	O=C(COC(=O)c1ccc2ncsc2c1)Nc1ncc(Cl)cc1Cl	1	0	2	1	-15
8	O=C(NC(=S)NCCCN1CCOCC1)c1ccc([N+](=O)[O-])cc1	1	2	-7	0.8	-14
9	COc1cc(CNCc2ccc(OC)c(OC)c2OC)cc(OC)c1	1	-1	4	1	-12
10	O=C(NCC1CCCO1)c1csc2c1CCCCC2 (stereo not drawn)	1	-3	2	0.9	-6
11	Cn1c(SCc2ccccc2[N+](=O)[O-])nnc1-c1cccnc1	1.1	-4	4	1.1	2
12	Cc1cc(N2C(=O)C3C4C=CC(C4)C3C2=O)ccc1NC(=O)c1cccs1 (stereo not drawn)	1	0	-5	1	-3

no.	TNAP inh hiacc	PPARg SRC-2 ag	bIAP inhibitor	SRC2 TRFRET art	PPARg SRC-1 ag
1	3	6	-4	1604	9
2	0	0	5	1434	-3
3	-4	-3	-1	1612	4
4	3	-3	-1	1603	4
5	-3	-6	15	1627	2
6	-2	11	8	1545	9
7	3	11	1	1555	10
8	-1	-4	17	1461	-2
9	0	8	1	1679	4
10	-1	-10	10	1349	2
11	-7	-3	-6	1609	4
12	1	-6	-1	1442	2

(more compounds)
no.	SMILES	TNAP act hi DEA	Efa HMGR inh	PPARg SRC-3 ag	bIAP act	TNAP inh no acc
13	COc1ccc(C(C)(C)C)cc1NC(=O)COC(=O)c1cnc(C)cn1	1	-4	6	0.9	-6
14	O=C(NCCCN1CCOCC1)c1cc2ccccc2o1	1	-4	2	0.9	-8
15	Cc1onc(-c2ccccc2Cl)c1C(=O)Nc1c(C)n(C)n(-c2ccccc2)c1=O	1.1	-3	3	1	-14
16	CCNc1nc(-c2ccc(OC(F)F)cc2)c(C)s1	1	-2	1	0.9	2
17	COc1ccc(C)cc1NC(=O)CN1CCN(S(=O)(=O)c2ccc(Br)cc2)CC1	1	-1	3	0.9	-5
18	Cc1cc(NC(=O)c2cc(F)c(F)cc2Cl)no1	1	-3	5	1	-8
19	CCCOC(=O)c1ccc(Oc2c(-c3ccc(OCC)cc3O)n[nH]c2C)cc1	1	-1	11	1.8	-7
20	CC1(C)CC(=O)c2sc(NS(=O)(=O)Cc3ccccc3)nc2C1	1	-5	14	1.4	-7
21	CCOc1ccc(C(=O)NC2CCN(C(=O)NCc3ccccc3)CC2)cc1	1.1	0	-8	0.9	-2
22	CC(C)C(c1nnnn1Cc1ccc(F)cc1)N1CCN(C2CCCCC2)CC1 (stereo not drawn)	1.1	0	-5	1	0
23	CC(=O)Oc1ccc(N(C(C)=O)S(=O)(=O)c2cc([N+](=O)[O-])ccc2C)cc1	1	-1	-1	0.9	-14
24	N#Cc1c(/N=C\c2ccc(O)c([N+](=O)[O-])c2)sc2c1CCCC2	1	3	5	0.9	-6

no.	TNAP inh hiacc	PPARg SRC-2 ag	bIAP inhibitor	SRC2 TRFRET art	PPARg SRC-1 ag
13	0	-5	7	1538	1
14	-3	6	7	1680	1
15	-5	-4	-4	1432	-4
16	0	1	11	1467	7
17	-4	-3	12	1508	7
18	-1	5	3	1705	8
19	-3	9	-82	1697	4
20	-1	-2	-38	1613	6
21	-6	-13	6	1311	1
22	-8	1	-1	1473	4
23	-2	0	11	1552	0
24	1	9	15	1799	10

More results:
no.	SMILES	TNAP act hi DEA	Efa HMGR inh	PPARg SRC-3 ag	bIAP act	TNAP inh no acc
25	CCOc1ccccc1NC(=O)NC(=O)N(C)S(C)(=O)=O	1	-8	1	1.1	2
26	Cn1cc(S(=O)(=O)N2CCC3(CC2)OCCO3)c(=O)n(C)c1=O	0.9	-5	0	0.8	4
27	O=S(=O)(Nc1ccc(-c2nc3cccnc3s2)cc1)c1ccc(Cl)s1	1.1	-6	12	0.8	-2
28	O=C(CC(NS(=O)(=O)c1ccc(Cl)cc1)c1ccco1)NCc1cccnc1 (stereo not drawn)	1	-1	-3	0.9	-16
29	COCCn1c(=NC(=O)/C=C/c2ccccc2)sc2cc(NC(C)=O)ccc21	1	-5	1	0.9	-10
30	Cc1cccc(Nc2nnc(SCC(=O)NC3CCCc4ccccc43)s2)c1C (stereo not drawn)	1	1	4	1	-58
31	O=c1c2cccc3c2c(nn1-c1ccccc1)-c1ccccc1-3	1	-1	1	0.9	2
32	O=C(c1cccc(S(=O)(=O)N2CCOCC2)c1)N(CCO)Cc1ccccc1	1	4	-7	0.9	-2
33	Cc1cccc(NS(=O)(=O)c2cc(C(=O)OCC(=O)Nc3cc(C)on3)ccc2C)c1	1	-2	2	0.9	-8
34	O=C1Nc2cc(C(=O)N3CCc4ccccc4C3)ccc2S/C1=C\c1ccccc1	1	2	7	1.2	-14
35	C/C(=N\NC(=O)c1cccc(C)c1)c1ccc(N2CCOCC2)cc1	1	1	-8	1	-9
36	COC(=O)Cc1[nH]n(-c2nc3ccccc3s2)c(=O)c1C(C)=Nc1ccc(C)cc1	1	-6	9	1.2	-8

no.	TNAP inh hiacc	PPARg SRC-2 ag	bIAP inhibitor	SRC2 TRFRET art	PPARg SRC-1 ag
25	-4	14	-10	1810	4
26	5	0	22	1333	-1
27	-6	1	23	1615	6
28	-5	0	12	1552	-1
29	0	0	10	1544	3
30	0	7	5	1614	8
31	-4	6	15	1486	9
32	3	-6	5	1368	-4
33	2	-3	5	1470	0
34	0	2	-19	1522	2
35	-2	9	5	1662	6
36	-5	1	-23	1671	7

Some entries already given, limited to TNAP inh hiacc.
No.	canonical_smiles	TNAP inh hiacc
5	Cc1ccc2cc(C)c(SCC#N)nc2c1	-3
6	NC(=O)C1CCCN(C(=S)Nc2cccc3ccccc23)C1 (stereo not drawn)	-2
7	O=C(COC(=O)c1ccc2ncsc2c1)Nc1ncc(Cl)cc1Cl	3
8	O=C(NC(=S)NCCCN1CCOCC1)c1ccc([N+](=O)[O-])cc1	-1
9	COc1cc(CNCc2ccc(OC)c(OC)c2OC)cc(OC)c1	0
10	O=C(NCC1CCCO1)c1csc2c1CCCCC2 (stereo not drawn)	-1
11	Cn1c(SCc2ccccc2[N+](=O)[O-])nnc1-c1cccnc1	-7

Compounds above with a cyano group, in the order listed:
no.	SMILES	TNAP act hi DEA	Efa HMGR inh	PPARg SRC-3 ag	bIAP act	TNAP inh no acc
5	Cc1ccc2cc(C)c(SCC#N)nc2c1	1	0	-1	0.9	-9
24	N#Cc1c(/N=C\c2ccc(O)c([N+](=O)[O-])c2)sc2c1CCCC2	1	3	5	0.9	-6

no.	TNAP inh hiacc	PPARg SRC-2 ag	bIAP inhibitor	SRC2 TRFRET art	PPARg SRC-1 ag
5	-3	-6	15	1627	2
24	1	9	15	1799	10

Remaining list, next part:
no.	SMILES	TNAP act hi DEA	Efa HMGR inh	PPARg SRC-3 ag	bIAP act	TNAP inh no acc
37	CC(C)CN1C(=O)c2ccc(C(=O)Nc3ccccn3)cc2C1=O	1	-2	8	1	0
38	O=C(CCN1C(=O)c2ccccc2C1=O)Nc1ccncc1	1.1	0	-3	0.9	-3
39	CCn1c2ccccc2c2cc(NC(=O)c3cc(C)on3)ccc21	1	2	-3	0.9	-5
40	O=C(COC(=O)Cc1ccc(S(=O)(=O)N2CCCCC2)s1)Nc1ccc2c(c1)OCO2	1.1	-5	-6	0.9	-17
41	Cn1nc(C(F)(F)F)c(C#N)c1N1CCN(c2ccccn2)CC1	1	-5	0	1.1	-8
42	NC(=O)[C@H](Cc1cc2ccccc2s1)NC(=O)[C@@H]1CC2(CC(c3cccc(NC(=O)[C@@H]4CCC(=O)N4)c3)=NO2)CN1C(=O)c1ccccc1 (stereo partly drawn)	1	-1	9	1.1	-18
43	COC(=O)c1ccc(N2C(=O)C3CC=CC(C)C3C2=O)cc1 (stereo not drawn)	1	-3	2	1.1	0
44	O=C(NCc1ccccc1)c1nc(-c2cccs2)no1	1.1	-5	3	0.9	-14
45	CC(=O)NC(CSC(CC(=O)c1ccco1)c1ccc(C)cc1)C(=O)O (stereo not drawn)	1.1	-2	-4	0.8	4
46	CCCOC(=O)C1=C(C)NC2=C(C(=O)CC(C)(C)C2)C1c1ccc(N(C)C)cc1 (stereo not drawn)	1	-2	5	1.1	-10
47	CS(=O)(=O)N1CCC(C(=O)Nc2cccc(Cl)c2)CC1	1.1	-6	2	1.2	-8
48	Cc1ccc(C)c(N(C(=O)CS(=O)CC(=O)Nc2ccc3c(c2)OCO3)C(C)C(=O)NC2CCCC2)c1 (stereo not drawn)	1	0	-1	0.2	-10

no.	TNAP inh hiacc	PPARg SRC-2 ag	bIAP inhibitor	SRC2 TRFRET art	PPARg SRC-1 ag
37	-2	0	3	1461	8
38	-9	0	6	1551	6
39	2	-2	12	1536	-3
40	-7	5	10	1490	-3
41	1	2	-6	1555	8
42	-3	6	-12	1541	6
43	1	-2	-13	1577	-7
44	-6	9	13	1525	-6
45	-6	-7	22	1667	-3
46	2	-1	-9	1500	4
47	-7	-2	-22	1518	-4
48	2	12	x	1566	2

Carrying on.
no.	SMILES	TNAP act hi DEA	Efa HMGR inh	PPARg SRC-3 ag	bIAP act	TNAP inh no acc
49	COc1ccc(N2CCN(C(=O)CNC(=O)c3cn(-c4ccccc4OC)c(=O)c4ccccc34)CC2)cc1	1	-3	-1	1.1	-1
50	Cc1nc2ccccc2c(=O)n1NC(=O)Cc1ccccc1	x	x	4	x	x
51	COc1ccc(-c2cc(C(F)(F)F)nc(SCCC(=O)Nc3cc(C)on3)n2)cc1	1	-1	-6	1	-4
52	CN1CCN(NC(=O)c2cc(-c3cccc(Cl)c3)nc3ccccc23)CC1	1.1	-2	-1	1	-6
53	CCCCCC(=O)NC(Cc1ccc(OC)c([N+](=O)[O-])c1)C(=O)O (stereo not drawn)	1	4	1	1.2	-5
54	O=C(CSc1nnc(-c2cccs2)n1Cc1ccccc1)N1CCc2ccccc2C1	1	1	2	1	-5
55	O=[N+]([O-])c1cc(-c2ccc(C(=S)N3CCOCC3)o2)ccc1Cl	1	0	5	1.1	-5

no.	TNAP inh hiacc	PPARg SRC-2 ag	bIAP inhibitor	SRC2 TRFRET art	PPARg SRC-1 ag
49	1	3	-14	1364	-1
50	x	-6	x	1412	0
51	1	5	1	1565	4
52	-5	5	-3	1409	0
53	-1	-9	-17	1503	-6
54	-1	10	0	1584	4
55	5	5	-10	1515	2

Source: PubChem BioAssay
